# Vc quorum ag: quorum light induction in luxS cqsA deficient V. cholerae. V. cholerae BH1578 lux reporter, luminescence, 6 h. activation, % at 18.7 µM. 0.16% of 350,000 active. AID 588436; in the data active means activation mostly above about 9.7%, no sharp cut-off; inconclusive means no clear call, values can overlap the other calls; inactive means mostly below about 3.7%; further: not every result past the cut was called active; inactives centre near 0; reference of the scale not given here
# Yp Topo-I inh: inhibitors of Yersinia pestis topoisomerase I | Y. pestis Topo-I cleavage product accumulation, plate reader | 0.064% of 360,000 active | activity, % at 10 µM | AID 504884; in the data active means activity above about 50%, passing the limit was not always enough; inconclusive means no clear call, values can overlap the other calls; further: inactives centre near 2
# PfHsp40 rescue: restores yeast growth despite PfHsp40 toxicity; S. cerevisiae expressing PfHsp40, growth rescue, ATP luminescence; growth rescue, % at 12.5 µM; 0.68% of 340,000 active; AID 504582; in the data active means growth rescue above about 28%, passing the limit was not always enough; inconclusive means no clear call, values can overlap the other calls;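 further: yeast W303a lacking pdr1 and pdr3 grown in galactose medium; growth measured after three days at 30 °C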
# MazF activator: activators of E. coli MazEF toxin-antitoxin RNase | AID 504720 | activation, % at 20 µM | 0.32% of 350,000 active | P0AE70 | FAM/BHQ RNA-DNA oligo cleavage fluorescence, 5 h; in the data active means activation above about 50%
# Target sequence (P0AE70 whole entry, looked up): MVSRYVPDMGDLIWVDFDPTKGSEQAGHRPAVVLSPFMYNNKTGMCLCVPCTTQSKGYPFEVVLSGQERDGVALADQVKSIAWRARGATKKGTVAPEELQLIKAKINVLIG
# SARS 3CLpro inh: SARS-CoV 3CLpro protease inhibition. P0C6X7. recombinant SARS-CoV 3CLpro, quenched FRET peptide cleavage. inhibition, % at 6 µM. 0.14% of 290,000 active; in the data active means inhibition above about 12%
# TcdB GH inh: inhibitors of Clostridioides difficile toxin B glycohydrolase; TcdB glycohydrolase enzymatic assay, plate reader; inhibition, % at 9.99 µM; 0.24% of 350,000 active; AID 652162; in the data active means inhibition above about 10%
# Rv3671c protease: inhibits the M. tuberculosis serine protease Rv3671c | P9WHR9 | inhibition, % at 5.96 µM | 0.048% of 320,000 active; in the data active means inhibition above about 38%;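 further: extracellular domain of Rv3671c used as enzyme; 0% = enzyme with DMSO and 100% = no enzyme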
# Anthrax LF inh2: inhibitors of Bacillus anthracis lethal factor protease. 0.12% of 360,000 active. inhibition, % at 10 µM. multiplex microsphere protease cleavage assay, LF. P15917; in the data active means inhibition above about 30%; inconclusive means no clear call, values can overlap the other calls; further: plate controls were buffer without enzyme for full effect and enzyme alone for no effect
# Target sequence (P15917 whole entry, looked up): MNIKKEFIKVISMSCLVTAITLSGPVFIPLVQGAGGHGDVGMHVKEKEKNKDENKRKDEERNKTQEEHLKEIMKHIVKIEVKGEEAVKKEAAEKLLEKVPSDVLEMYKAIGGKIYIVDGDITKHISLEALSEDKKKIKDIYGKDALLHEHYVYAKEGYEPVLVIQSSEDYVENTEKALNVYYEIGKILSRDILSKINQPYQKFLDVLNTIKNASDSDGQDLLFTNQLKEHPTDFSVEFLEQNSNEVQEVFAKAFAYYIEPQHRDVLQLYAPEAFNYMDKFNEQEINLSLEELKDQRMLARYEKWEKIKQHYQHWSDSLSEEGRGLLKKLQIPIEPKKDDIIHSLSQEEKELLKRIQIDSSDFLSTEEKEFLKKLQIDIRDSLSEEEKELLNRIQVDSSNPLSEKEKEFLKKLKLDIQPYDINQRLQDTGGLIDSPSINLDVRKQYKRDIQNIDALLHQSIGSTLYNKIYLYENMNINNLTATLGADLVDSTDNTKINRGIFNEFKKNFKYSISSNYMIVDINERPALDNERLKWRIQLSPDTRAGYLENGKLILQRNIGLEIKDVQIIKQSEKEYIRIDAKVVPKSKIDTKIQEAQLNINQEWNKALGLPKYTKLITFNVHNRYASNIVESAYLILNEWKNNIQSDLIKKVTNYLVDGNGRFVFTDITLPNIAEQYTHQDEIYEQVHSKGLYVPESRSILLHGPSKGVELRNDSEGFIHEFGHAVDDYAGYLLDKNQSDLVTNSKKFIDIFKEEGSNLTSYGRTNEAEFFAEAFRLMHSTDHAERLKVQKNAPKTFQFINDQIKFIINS
# PriA SSB inh: K. pneumoniae PriA-SSBct interaction inhibition | 0.6% of 430,000 active | AID 1272365 | AlphaScreen SSBct-PriA binding, biotinylated peptide | inhibition, % at 33 µM; in the data active means inhibition mostly above about 37%, no sharp cut-off; inactive means mostly below about 20%;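 further: plate controls were negative control peptide for no effect and reference peptide for full effect; strong numbers were not always called active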
# VHR inh abs: DUSP3 (human) phosphatase inhibition; 0.52% of 290,000 active; P51452; inhibition, % at 13.3 µM; AID 1654; recombinant VHR phosphatase, pNPP absorbance; in the data active means inhibition above about 50%; further: some compounds called inactive have numbers as strong as hits
# * hit, by the source's call; i = inactive; ? = inconclusive; nt = no result given; & = joins results of further samples. These rows are one share of the data, so the mix of outcomes need not match the whole.
SMILES,Vc quorum ag,Yp Topo-I inh,PfHsp40 rescue,MazF activator,SARS 3CLpro inh,TcdB GH inh,Rv3671c protease,Anthrax LF inh2,PriA SSB inh,VHR inh abs
Cc1nc(-c2ccc(Cl)cc2)sc1C1(C)CC(c2ccccc2Br)=NO1 (stereo not given),i,15,-0.6,-3,nt,-9.6,-8,-8,-15,nt
O=[N+]([O-])c1ccc(/C=C/c2ccc3cccc(O)c3n2)cc1,i,-2,-0.4,92*,3,-0.5,9,-10,5,30
Cc1ccccc1OCC(=O)NN1Cc2ccccc2C1=N,-2.0,6,0.7,0,-6,nt,-5,1,-12,29
CC(C)(C)c1[nH]nc2c1C(C1C=CCCC1)C(C#N)=C(N)O2 (stereo not given),nt,14,-1.2,-4,6,nt,-4,3,8,-35
Cc1cc(=O)[nH]c(SCC(=O)NCCc2ccccc2)n1,-2.9,2,1.2,8,-3,nt,4,-4,4,30
COc1ccc(OCCN2CCC(C(=O)NC(c3ccc(Cl)cc3)c3cccnc3)CC2)cc1 (stereo not given),-1.2,10,nt,nt,nt,-0.6,nt,1,nt,nt
CCc1nc2c(OCc3cccc(OC)c3)cccn2c1N(C)C(=O)C(C)C,-0.3,3,nt,nt,nt,1.1,nt,-5,nt,nt
C(=C/c1ccnc2nc(SC/C=C/c3ccccc3)nn12)/c1ccccc1,0.0,-4,0.6,-7,0,nt,-9,?,-13,20
COc1ccc(C(=O)N[C@H](C(=O)NCc2ccccc2)C(C)C)cc1,-0.3,-5,0.2,10,-1,-3.0,-6,-6,1,44
Cc1csc(NC(=O)c2ccc(C)o2)n1,-0.3,-3,-0.2,-4,2,0.2,5,0,-4,-1
Cc1[nH]c(C)c2c(=O)n(Cc3ccccc3Cl)ncc12,-0.6,3,nt,9,nt,2.3,nt,?,-9,nt
CC(=O)N1CCN(c2ccc(NC(=O)C(C)Oc3ccc(Cl)cc3Cl)cc2)CC1 (stereo not given),0.4,4,2.0,10,-3,0.6,8,-26,7,-1

# 3 structures out of the list, sorted by number of heavy atoms, lowest first:
SMILES,Vc quorum ag,Yp Topo-I inh,PfHsp40 rescue,MazF activator,SARS 3CLpro inh,TcdB GH inh,Rv3671c protease,Anthrax LF inh2,PriA SSB inh,VHR inh abs
Cc1csc(NC(=O)c2ccc(C)o2)n1,-0.3,-3,-0.2,-4,2,0.2,5,0,-4,-1
Cc1ccccc1OCC(=O)NN1Cc2ccccc2C1=N,-2.0,6,0.7,0,-6,nt,-5,1,-12,29
CC(=O)N1CCN(c2ccc(NC(=O)C(C)Oc3ccc(Cl)cc3Cl)cc2)CC1 (stereo not given),0.4,4,2.0,10,-3,0.6,8,-26,7,-1

# Next entries
SMILES,Vc quorum ag,Yp Topo-I inh,PfHsp40 rescue,MazF activator,SARS 3CLpro inh,TcdB GH inh,Rv3671c protease,Anthrax LF inh2,PriA SSB inh,VHR inh abs
COc1ccc(C(=O)O/N=C(\C)c2cnccn2)cc1,-0.5,-5,0.6,-6,-3,0.6,5,-1,nt,21
Nc1ccc(N2CCN(c3ccc(Cl)c(Cl)c3)CC2)cc1,0.1,-4,1.3,7,8,-1.7,-1,-4,42,2
COc1ccc(NC(=O)C2CCCN(S(=O)(=O)c3ccc4[nH]c(=O)ccc4c3)C2)cc1 (stereo not given),-0.2,12,0.3,11,-1,-0.3,-3,0,-7,25
NS(=O)(=O)c1cccc(NC(=O)CCS(=O)(=O)c2ccc(Cl)cc2)c1,i,-2,-0.8,-19,2,-0.5,5,4,-5,15
O=C(Nc1ccon1)c1ccc(Br)o1,0.2,13,-0.1,-3,2,-0.9,-2,-2,-20,3
Cc1cc(C)cc(N(C(=O)c2cccs2)C2C=CS(=O)(=O)C2)c1 (stereo not given),-0.3,1,-0.9,-2,2,2.0,-1,-2,-10,18
CCCCc1ccc(-c2csc(/C(C#N)=C\c3ccc(C)o3)n2)cc1,i,-3,-0.4,16,2,0.7,1,4,-21,17
O=CN1CCCN(Cc2nc(-c3cccc(Cl)c3)no2)CC1,-0.3,0,0.5,-1,-1,-1.8,0,-2,0,26
O=C(NCc1cccnc1)C1CCCN(S(=O)(=O)c2ccc(Cl)cc2)C1 (stereo not given),nt,4,-1.3,1,-4,nt,-1,3,-2,-2
CNC(C(=O)c1ccccc1)C(OC)c1cccc([N+](=O)[O-])c1 (stereo not given),-0.4,-3,-0.6,2,1,21*,4,-5,-1,9
O=[N+]([O-])c1cc(C(F)(F)F)ccc1NC1CCN(Cc2ccccc2)CC1,-0.3,2,0.5,-6,-3,0.0,2,8,33,21
Cc1c(C=C2C(=O)N(C)C(=O)N(C)C2=O)c(=O)n(-c2ccccc2)n1C,-0.7,-3,-1.2,-25,4,0.1,-6,-1,-10,-13
O=S(=O)(NCc1ccco1)c1cnc(Cl)c(Br)c1,-0.4,-3,-1.5,8,4,-0.8,0,-6,-12,-11
CN(CC(=O)Nc1ccc(F)cc1)C(=O)c1cc([N+](=O)[O-])ccc1N1CCOCC1,7.1,-2,-0.8,3,nt,0.0,3,1,0,nt
Cc1cccc(/C=N/Nc2nncc3ccccc23)c1,-0.6,-3,-0.7,12,0,0.4,0,-8,nt,26
C/C=C/C(=O)OCC(=O)Nc1cccc(F)c1,0.6,1,1.4,9,2,0.8,3,0,1,2
Cc1c(CNC(=O)c2cnn3c2NC(c2ccccc2)CC3C(F)(F)F)cnn1C (stereo not given),-5.0,1,0.3,4,-2,0.7,-1,3,-4,14
O=C(Nc1ccc2oc(-c3ccccc3F)nc2c1)c1ccccc1F,i,27,1.8,14,-2,1.1,-8,5,0,5
O=C(Nc1ccc2c(c1)C(=O)NC2=O)c1ccccc1,-0.2,-2,0.6,-1,2,-0.1,0,2,-13,17
CCCn1c(SCC(=O)N2CCCc3ccccc32)nnc1-c1ccco1,-0.5,6,-1.6,6,3,nt,4,-4,-3,19
Cc1cccc(S(=O)(=O)N(C)C[C@H]2OCc3cn(nn3)CCCC(=O)N([C@H](C)CO)C[C@@H]2C)c1,-0.7,-5,nt,3,nt,1.5&-13&-0.2,nt,-5,nt,nt
CCCN(/C=N/c1sc2c(c1C#N)CCCCC2)CCC,-7.7,-6,1.6,3,-2,nt,-2,-6,nt,15
C=Cc1ncc(OC)c2c1[nH]c1ccccc12,-0.3,0,0.3,5,nt,nt,2,-6,17,nt
O=C(O)C1CCN(S(=O)(=O)c2ccc3[nH]ccc3c2)CC1,i,5,nt,-2,nt,1.0,nt,0,nt,nt
CN(C)c1ccc(CNC2C3CC4CC(C3)CC2C4)cc1 (stereo not given),-0.4,-1,-1.5,17,-4,nt,-2,?,-15,24
CCOc1ccccc1NS(=O)(=O)c1cc2c3c(c1)C(C)C(=O)N3CCC2 (stereo not given),-3.1,6,-0.3,4,1,1.8,-4,1,-13,-4
Cc1ccc(C(=O)NCCn2cc(SCC(=O)Nc3cc(C)on3)c3ccccc32)cc1,-0.2,5,1.1,-1,-1,15*,-10,-2,0,0
O=C(CN1C(=O)/C(=C/c2cccc(Br)c2)SC1=S)NCCCN1CCOCC1,i,12,-0.1,-11,-1,-0.2,-19,-1,-5,-2
COc1cc(NC(=S)NCCCN2CCOCC2)cc(OC)c1,-0.2,-2,-1.7,3,2,nt,3,-2,-1,5
COc1ccc(C)cc1S(=O)(=O)N1CCCC(C(=O)N2CCOCC2)C1 (stereo not given),-0.4,1,0.5,0,-1,0.0,-9,0,-2,27
CN(CC(=O)Nc1cccc(F)c1)C(=O)CCCNC(=O)c1ccc(Cl)cc1,i,3,-1.3,3,nt,4.5,-1,0,-14,nt
NS(=O)(=O)c1cccc(NC(=O)CCSc2ccccc2Cl)c1,i,-6,0.3,-2,4,0.8,-5,-2,-3,0
Cc1ccccc1/C=C/C(=O)N1CCOCC1,i,4,1.2,8,2,0.3,5,-9,-9,-5
COc1cccc(CN(C(=O)/C=C/c2ccco2)C2CCS(=O)(=O)C2)c1 (stereo not given),i,4,-0.2,-7,0,4.1,-2,-7,0,6
COc1cccc(-c2csc3nnc(SCC(=O)c4ccc(NC(C)=O)cc4)n23)c1,-0.4,-4,-1.2,-15,-6,0.8,-38,-2,1,-8
CC12CC3(C)CC(C)(C1)CC(C(N)=O)(C2)C3,-0.4,0,-0.1,4,-1,2.5,0,-1,-7,-7
Cc1ccc(C(=O)N2CCN(c3ccc([N+](=O)[O-])cc3-n3cccc3)CC2)cc1,0.2,25,5.3,3,0,1.4,-6,0,3,16
C=CCN1C(=O)CN=C1Nc1cc(C)cc(C)c1,8.3,3,-0.2,12,-2,nt,-1,0,-1,32
O=C(c1ccc(F)cc1)c1ccc(N2CCCCC2)cc1,-1.3,49,2.6,-1,-7,1.6,-11,6,-33,2
COc1ccc(/C=C2\SC(=S)N(CCCC(=O)NC3CCCC3)C2=O)cc1OC,i,11,-0.3,-67,8,0.5,-13,7,-10,10
CCOC(=O)Nc1nc(-c2ccc(F)cc2F)cs1,-0.2,-3,4.2,0,4,0.5,-7,0,-19,7
O=C(CCc1nc(-c2ccccn2)no1)NCc1ccc2c(c1)OCO2,-0.4,2,-0.6,-2,2,0.5,0,8,7,-12
Cc1cc(C)cc(CC(=O)N2CCC2(C)C(=O)NS(=O)(=O)c2ccc(Cl)s2)c1 (stereo not given),-0.3,5,nt,nt,nt,-0.7,nt,-7,nt,nt
c1csc(Cn2c(-c3cccs3)nc3ccccc32)c1,-0.3,9,0.2,2,-3,nt,5,?,-3,-31
COc1ccc(OCC(=O)N2CCN(C(=O)COc3ccc(Br)cc3)CC2)cc1,nt,4,1.3,-2,-1,nt,-1,6,-21,-2
O=C(COC(=O)c1ccco1)NCC1CCCO1 (stereo not given),1.3,1,-0.6,9,-1,nt,-10,-13,7,-33
COc1cc([C@H]2OC[C@H]3[C@@H]2CO[C@@H]3c2ccc(O[C@H]3O[C@H](CO)[C@@H](O)[C@H](O)[C@H]3O)c(OC)c2)ccc1O[C@@H]1O[C@H](CO)[C@@H](O)[C@H](O)[C@H]1O,-0.8,8,0.8,2,nt,1.1,2,2,-6,nt
COc1ccc(-c2coc(CCC(=O)N3CCN(c4cc(C)ccc4C)CC3)n2)cc1,1.1,23,-0.4,-13,nt,-0.4,nt,-1,-14,nt
Cc1cccc(CCNC(=O)C2CCCN(c3ncnc4c3nc3n4CCCCC3)C2)c1 (stereo not given),-0.2,3,-0.6,5,2,0.7,-1,-2,-20,-7
Cc1onc(-c2ccccc2)c1C(=O)NC(C)C1CCCO1 (stereo not given),i,-1,0.1,14,-4,nt,7,0,-2,16
Cc1ccc(-n2nnnc2SCC(=O)NCC2(N3CCOCC3)CCCCC2)cc1,i,22,-1.6,4,nt,1.2,nt,2,-18,nt
O=C(CSc1nnnn1C1CCCC1)Nc1ccccc1F,-0.5,2,-0.1,2,-8,-0.1,7,1,-2,4
CC(C)OP(=O)(OC(C)C)C(Nc1ccccc1)c1ccccc1C(F)(F)F (stereo not given),1.8,30,0.7,2,2,3.2,-1,-2,0,-7
COc1ccc(OC)c(NC(=S)N(CCc2c(C)[nH]c3ccccc23)Cc2cccs2)c1,-0.3,-9,2.8,-6,1,0.5,3,-8,11,8
Cc1ccc(N(C)C(=O)n2cnc3ccccc32)cc1,-0.3,15,-1.3,7,1,0.3,6,0,-10&-8,-10
COc1ccccc1-c1sc2cc3c(cc2c1C#Cc1cncn1C)OCO3,11,35,246*,-8,nt,0.1,-4,-8,24,nt
CCCCOC(=O)C(C#N)c1nc2ccccc2nc1N1CCN(Cc2ccc3c(c2)OCO3)CC1 (stereo not given),-0.6,4,0.2,-14,-2,nt,1,1,3,29
O=C(CCn1nnc2ccccc21)N1CCN(c2ccccc2)CC1,-0.9,-6,0.4,7,-1,nt,1,2,-4,33
Cc1ccn2cc(CNS(=O)(=O)c3ccc4ccccc4c3)nc2c1,-0.7,0,-0.2,-11,-1,0.7,-3,-4,4,4

# Bioassay records: PubChem BioAssay, several laboratories
